PAFAH1B2 FP inh – PAFAH1B2 (human) inhibition | P68402 | recombinant PAFAH1B2, FP-rhodamine activity probe, fluorescence polarization | inhibition, % at 3.39 µM | 340,000 compounds, 1.2% hits;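 active = inhibition above the mean of all tested compounds plus 3 SD, cut at about 24% in these data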;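 note: 0% = enzyme with DMSO and 100% = wells lacking PAFAH1B2; many of its hits are not listed in these tables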
LYPLA1 counter – LYPLA1 (human) inhibition in PME1 counter-screen. recombinant LYPLA1, FP-Rh probe fluorescence polarization. inhibition, % at 5.9 µM. 320,000 compounds, 0.16% hits;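 active = inhibition above the mean of all tested compounds plus 3 SD, set per campaign, cut at about 14% in these data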;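 note: inhibitors block serine hydrolase probe labeling of LYPLA1 so polarization falls; 0% = enzyme with DMSO and 100% = wells lacking LYPLA1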
Target sequence (O75608 whole entry, looked up): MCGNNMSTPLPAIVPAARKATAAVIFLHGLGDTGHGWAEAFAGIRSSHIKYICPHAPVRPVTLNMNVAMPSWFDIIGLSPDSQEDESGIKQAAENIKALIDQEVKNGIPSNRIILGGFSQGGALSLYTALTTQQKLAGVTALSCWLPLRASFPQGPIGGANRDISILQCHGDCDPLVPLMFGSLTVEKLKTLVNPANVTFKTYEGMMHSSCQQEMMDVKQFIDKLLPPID
PAFAH1B3 FP inh – inhibitors of human PAFAH1B3 | Q15102 | recombinant PAFAH1B3, FP-rhodamine probe, fluorescence polarization | inhibition, % at 3.39 µM | 340,000 compounds, 0.28% hits;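 active = inhibition above the screen-wide average of all tested compounds plus 3 SD, cut at about 25% in these data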;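 note: 0% = enzyme with DMSO only and 100% = wells lacking PAFAH1B3 protein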
Target sequence (Q15102 whole entry, looked up): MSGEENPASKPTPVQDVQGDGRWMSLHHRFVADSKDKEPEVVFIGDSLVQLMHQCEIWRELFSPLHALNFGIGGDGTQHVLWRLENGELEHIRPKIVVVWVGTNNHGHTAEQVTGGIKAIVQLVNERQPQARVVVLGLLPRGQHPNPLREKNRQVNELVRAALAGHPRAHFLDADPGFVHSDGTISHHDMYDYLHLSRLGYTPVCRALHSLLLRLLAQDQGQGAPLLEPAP
pPAFAH inh – pPAFAH (human) enzyme inhibition | Q13093 | inhibition, % at 3.39 µM | recombinant pPAFAH, FP-rhodamine probe fluorescence polarization | 330,000 compounds, 1.5% hits;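 active = inhibition above the mean inhibition across the screen plus 3 SD, cut at about 25% in these data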;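 note: inhibitors block binding of the rhodamine activity-based probe so polarization drops; 0% = enzyme with DMSO and 100% = wells lacking pPAFAH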
Fam108B counter – counter-screen for RBBP9 inhibitors: inhibitors of mouse Fam108B; recombinant Fam108B, FP-Rh probe fluorescence polarization; inhibition, % at 9.51 µM; 300,000 compounds, 0.33% hits; AID 1947;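 active = inhibition above the screen mean inhibition plus 3 SD, computed separately per campaign, cut at about 18% in these data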;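 note: inhibitors lower polarization as less probe binds the enzyme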
PME-1 primary – blocks human protein phosphatase methylesterase 1 | Q9Y570 | recombinant PME-1, FP-Rh probe fluorescence polarization | inhibition, % at 5.9 µM | 320,000 compounds, 0.53% hits;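 active = inhibition above the campaign mean of all compounds plus 3 SD, cut at about 26% in these data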;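 note: competitive labeling of PME-1 active site by serine hydrolase directed probe; 0% = PME-1 with DMSO and 100% = wells lacking PME-1 enzyme; inhibitors block probe labeling so polarization falls and inhibition rises; many of its hits are not listed in these tables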
Target sequence (Q9Y570 whole entry, looked up): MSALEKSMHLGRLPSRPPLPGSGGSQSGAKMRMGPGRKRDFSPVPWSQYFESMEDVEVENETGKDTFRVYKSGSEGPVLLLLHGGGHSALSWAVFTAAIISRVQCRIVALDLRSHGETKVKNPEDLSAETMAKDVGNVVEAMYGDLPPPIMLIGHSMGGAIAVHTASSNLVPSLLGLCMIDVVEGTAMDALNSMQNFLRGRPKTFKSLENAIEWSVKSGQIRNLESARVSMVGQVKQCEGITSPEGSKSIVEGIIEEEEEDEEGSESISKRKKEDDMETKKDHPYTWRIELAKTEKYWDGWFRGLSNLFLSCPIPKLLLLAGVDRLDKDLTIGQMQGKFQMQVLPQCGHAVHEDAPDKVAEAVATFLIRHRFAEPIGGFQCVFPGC
GSTO1 inh – counter-screen for RBBP9 inhibitors: inhibitors of human GSTO1. inhibition, % at 5.96 µM. recombinant GSTO1, activity-based probe fluorescence polarization. P78417. 300,000 compounds, 1.1% hits;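 active = inhibition above the campaign mean inhibition plus 3 SD, cut at about 35% in these data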;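 note: 0% = GSTO1-1 with DMSO and 100% = wells lacking GSTO1-1 enzyme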
Target sequence (P78417 whole entry, looked up): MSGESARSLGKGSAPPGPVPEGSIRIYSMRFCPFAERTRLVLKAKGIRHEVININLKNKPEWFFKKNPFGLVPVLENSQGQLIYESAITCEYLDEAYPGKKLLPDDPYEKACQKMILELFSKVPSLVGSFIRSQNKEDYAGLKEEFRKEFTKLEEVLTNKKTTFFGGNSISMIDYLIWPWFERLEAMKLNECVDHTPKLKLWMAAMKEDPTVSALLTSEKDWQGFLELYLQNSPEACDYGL
PAD4 inh – blocks human protein arginine deiminase 4 | recombinant PAD4, RCA probe fluorescence polarization | inhibition, % at 6.36 µM | 330,000 compounds, 0.41% hits | AID 485272;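 active = percent inhibition above a cutoff equal to the mean of all tested compounds plus 3 SD, cut at about 15% in these data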;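 note: 0% = PAD4 with RCA probe and DMSO and 100% = probe without PAD4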
PAFAH2 FP inh – PAFAH2 (human) inhibition; Q99487; recombinant PAFAH2, FP-rhodamine activity probe, fluorescence polarization; inhibition, % at 3.39 µM; 340,000 compounds, 0.99% hits; AID 492956;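 active = inhibition above the mean over all tested compounds plus 3 SD, cut at about 30% in these data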;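 note: inhibitors block probe labeling of enzyme so polarization drops; 0% = enzyme with DMSO and 100% = wells lacking PAFAH2 protein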
The depositor's hits bear a star.

Results for O=C(c1ccccc1)N(Cc1nc2ccccc2c(=O)[nH]1)C1CCCC1 ?
PAFAH1B2 FP inh: 11; LYPLA1 counter: -1; PAFAH1B3 FP inh: 2; pPAFAH inh: -1; Fam108B counter: -1; PME-1 primary: -4; GSTO1 inh: 1; PAD4 inh: 0; PAFAH2 FP inh: 5

Results for O=C(Cc1nc2ccccc2[nH]1)c1ccc([N+](=O)[O-])cc1 ?
PAFAH1B2 FP inh: -1; LYPLA1 counter: -6; PAFAH1B3 FP inh: 4; pPAFAH inh: 6; Fam108B counter: 6; PME-1 primary: -15; GSTO1 inh: -1; PAD4 inh: -1; PAFAH2 FP inh: -11

What do the screens show for `O=C(COC(=O)/C(=C/c1cccs1)c1cccs1)NC(c1ccccc1)c1ccccc1`?
PAFAH1B2 FP inh: 3; LYPLA1 counter: -8; PAFAH1B3 FP inh: -5; pPAFAH inh: 4; Fam108B counter: -7; PME-1 primary: -1; GSTO1 inh: -9; PAD4 inh: 2; PAFAH2 FP inh: -5

How did CCOC(=O)c1ccc(OCCOc2ccccc2C)cc1 do in these assays?
PAFAH1B2 FP inh: 7; LYPLA1 counter: -2; PAFAH1B3 FP inh: -1; pPAFAH inh: -1; Fam108B counter: 0; PME-1 primary: 0; GSTO1 inh: -2; PAD4 inh: -1; PAFAH2 FP inh: 4

What do the screens show for `O=C(NCCc1nc(-c2ccccc2)cs1)c1ccc(Br)cc1`?
PAFAH1B2 FP inh: 3; LYPLA1 counter: 1; PAFAH1B3 FP inh: -5; pPAFAH inh: 5; Fam108B counter: 2; PME-1 primary: -4; GSTO1 inh: 1; PAD4 inh: -4; PAFAH2 FP inh: -4

What do the screens show for `N#Cc1c(NCCO)nc(NCc2ccccc2)c2c1CCN(Cc1ccccc1)C2`?
LYPLA1 counter: -4; pPAFAH inh: 10; Fam108B counter: 8; PME-1 primary: 14; GSTO1 inh: 18; PAD4 inh: -2

Results for C=CCN(CC=C)C(=S)Nc1ccc(OC)c(OC)c1 ?
PAFAH1B2 FP inh: -6; LYPLA1 counter: -2; PAFAH1B3 FP inh: -4; pPAFAH inh: -5; Fam108B counter: -3; PME-1 primary: -2; GSTO1 inh: 8; PAD4 inh: 2; PAFAH2 FP inh: 4

Results for COC(=O)C1=C(CS(=O)(=O)c2ccc(Cl)cc2)NC(=O)NC1c1ccc(O)cc1 (stereo not drawn) ?
PAFAH1B2 FP inh: 2; LYPLA1 counter: 0; PAFAH1B3 FP inh: 1; pPAFAH inh: 1; Fam108B counter: -4; PME-1 primary: -4; GSTO1 inh: 4; PAD4 inh: -8; PAFAH2 FP inh: 9

What do the screens show for `COCCN(C(=O)/C=C/c1ccccc1)c1c(N)n(Cc2ccccc2)c(=O)[nH]c1=O`?
PAFAH1B2 FP inh: 0; LYPLA1 counter: 0; PAFAH1B3 FP inh: 8; pPAFAH inh: -6; Fam108B counter: 6; PME-1 primary: -5; GSTO1 inh: 19; PAD4 inh: -8; PAFAH2 FP inh: -1

Results for Cc1ccc(CCNC(=O)C2CCN(S(=O)(=O)c3cccc4nonc34)CC2)cc1 ?
PAFAH1B2 FP inh: 4; LYPLA1 counter: 0; PAFAH1B3 FP inh: -4; pPAFAH inh: 4; Fam108B counter: -8; PME-1 primary: -8; GSTO1 inh: -10; PAD4 inh: -1; PAFAH2 FP inh: -2

What do the screens show for `COc1ccc(COC(=O)c2ccc(Cl)c(S(=O)(=O)N3CC(C)OC(C)C3)c2)cc1` (stereo not drawn)?
PAFAH1B2 FP inh: 5; LYPLA1 counter: 1; PAFAH1B3 FP inh: -1; pPAFAH inh: 22; Fam108B counter: -3; PME-1 primary: 3; GSTO1 inh: -3; PAD4 inh: 1; PAFAH2 FP inh: 3

Results for COc1cc(OC)c(OC)cc1/C=N/NC(=O)C[n+]1ccccc1 ?
PAFAH1B2 FP inh: 1; LYPLA1 counter: 3; PAFAH1B3 FP inh: 7; pPAFAH inh: 2; Fam108B counter: 5; PME-1 primary: -6; GSTO1 inh: -1; PAD4 inh: -2; PAFAH2 FP inh: 7

What do the screens show for `C[C@H](NC(=O)C1CC(=O)N(c2ccc(F)cc2)C1)C(=O)N1CCCCC1` (stereo partly drawn)?
PAFAH1B2 FP inh: 2; LYPLA1 counter: -2; PAFAH1B3 FP inh: -1; pPAFAH inh: -5; Fam108B counter: -2; PME-1 primary: -8; GSTO1 inh: 6; PAD4 inh: -3; PAFAH2 FP inh: 30*

Results for CN(C)C(CNC1CC(C)(C)NC(C)(C)C1)c1cccc(F)c1 (stereo not drawn) ?
PAFAH1B2 FP inh: 7; LYPLA1 counter: -2; PAFAH1B3 FP inh: 3; pPAFAH inh: 7; Fam108B counter: 2; PME-1 primary: 0; GSTO1 inh: 2; PAD4 inh: 0; PAFAH2 FP inh: -12

How did CCOc1ccc(-n2cc(C(=O)c3cc(Cl)ccc3O)cc(C#N)c2=O)cc1 do in these assays?
PAFAH1B2 FP inh: 3; LYPLA1 counter: -1; PAFAH1B3 FP inh: -5; pPAFAH inh: 4; Fam108B counter: 0; PME-1 primary: 1; GSTO1 inh: -1; PAD4 inh: 0; PAFAH2 FP inh: 0

Results for COc1ccc(S(=O)(=O)N2CCOCC2)cc1NC(=O)CSc1nnnn1C1CC1 ?
PAFAH1B2 FP inh: 5; LYPLA1 counter: -3; PAFAH1B3 FP inh: 10; pPAFAH inh: 4; PME-1 primary: 3; PAD4 inh: 2; PAFAH2 FP inh: 8

How did CCOC(=O)C1(CC2CC2)CCN(Cc2ccc(OC)cc2F)CC1 do in these assays?
PAFAH1B2 FP inh: 1; LYPLA1 counter: -2; PAFAH1B3 FP inh: 0; pPAFAH inh: 5; Fam108B counter: 5; PME-1 primary: -8; GSTO1 inh: 6; PAD4 inh: 2; PAFAH2 FP inh: -4

What do the screens show for `CC(=O)Nc1ccc(S(=O)(=O)Nc2cccc(-c3cn4c(n3)SCC4)c2)cc1`?
PAFAH1B2 FP inh: 6; LYPLA1 counter: -3; PAFAH1B3 FP inh: 4; pPAFAH inh: 9; Fam108B counter: 1; PME-1 primary: 5; GSTO1 inh: 3; PAD4 inh: 0; PAFAH2 FP inh: 1

Results for COC(=O)c1sccc1NC(=O)Cc1ccc(OC)cc1 ?
PAFAH1B2 FP inh: 9; LYPLA1 counter: -2; PAFAH1B3 FP inh: 3; pPAFAH inh: 3; Fam108B counter: 0; PME-1 primary: -9; GSTO1 inh: 8; PAD4 inh: 4; PAFAH2 FP inh: -3

How did CCC(=O)Nc1ccc2c(c1)nc(CCNC(=O)c1ccco1)n2C do in these assays?
PAFAH1B2 FP inh: -2; LYPLA1 counter: -1; PAFAH1B3 FP inh: 7; pPAFAH inh: 0; Fam108B counter: 0; PME-1 primary: 0; GSTO1 inh: 2; PAD4 inh: 4; PAFAH2 FP inh: 2

What do the screens show for `COc1cc2ccccc2cc1C(=O)Nc1ccc(Cl)cn1`?
PAFAH1B2 FP inh: 4; LYPLA1 counter: -1; PAFAH1B3 FP inh: 5; pPAFAH inh: 7; Fam108B counter: -3; PME-1 primary: -5; GSTO1 inh: 0; PAD4 inh: -2; PAFAH2 FP inh: -3

How did Nn1c(C2CCC2)nc2cc(Cl)ccc2c1=O do in these assays?
PAFAH1B2 FP inh: 5; LYPLA1 counter: -1; PAFAH1B3 FP inh: 1; pPAFAH inh: -10; Fam108B counter: 2; PME-1 primary: -1; GSTO1 inh: 1; PAD4 inh: 0; PAFAH2 FP inh: -1

What do the screens show for `Cc1cccc(OCC(=O)OC(C)C(=O)Nc2ccc(S(=O)(=O)N3CCCCC3)cc2)c1` (stereo not drawn)?
PAFAH1B2 FP inh: -1; LYPLA1 counter: -4; PAFAH1B3 FP inh: 2; pPAFAH inh: 13; Fam108B counter: -9; PME-1 primary: 8; GSTO1 inh: 5; PAD4 inh: -7; PAFAH2 FP inh: -9

Results for O=C(Nc1cccnc1)C1CCC(CNS(=O)(=O)c2cccc3nsnc23)CC1 (stereo not drawn) ?
PAFAH1B2 FP inh: 3; LYPLA1 counter: 1; PAFAH1B3 FP inh: 7; pPAFAH inh: -2; Fam108B counter: 0; PME-1 primary: 10; GSTO1 inh: 7; PAD4 inh: -3; PAFAH2 FP inh: 5

What do the screens show for `CC(NC(=O)CSc1nc2c(c(C(F)(F)F)n1)CCc1ccccc1-2)c1ccccc1` (stereo not drawn)?
PAFAH1B2 FP inh: 9; LYPLA1 counter: -2; PAFAH1B3 FP inh: 21; pPAFAH inh: -2; Fam108B counter: -3; PME-1 primary: 18; GSTO1 inh: 4; PAD4 inh: 1; PAFAH2 FP inh: 4

Results for CCCN(CCC)C1Sc2ccc(C(=O)OC)cc2NC1=O (stereo not drawn) ?
PAFAH1B2 FP inh: 4; LYPLA1 counter: -3; PAFAH1B3 FP inh: 9; pPAFAH inh: -3; Fam108B counter: -3; PME-1 primary: 2; GSTO1 inh: -7; PAD4 inh: 1; PAFAH2 FP inh: 0

Results for COc1ccc(OC)c(NC(=O)CCNS(=O)(=O)c2ccc3c(c2)c(=O)n(C)c(=O)n3C)c1 ?
PAFAH1B2 FP inh: -1; LYPLA1 counter: 1; PAFAH1B3 FP inh: 11; pPAFAH inh: 3; Fam108B counter: -1; PME-1 primary: 2; GSTO1 inh: 21; PAD4 inh: -5; PAFAH2 FP inh: 4

How did CCOC(=O)c1sc(N)c(C#N)c1CSc1nc2ccc(C)cc2[nH]1 do in these assays?
PAFAH1B2 FP inh: 6; LYPLA1 counter: -2; PAFAH1B3 FP inh: 9; pPAFAH inh: 2; Fam108B counter: -2; PME-1 primary: 15; GSTO1 inh: -5; PAD4 inh: -7; PAFAH2 FP inh: 7

How did CCc1ccc(NC(=O)COC(=O)CCC2CCCC2)cc1 do in these assays?
PAFAH1B2 FP inh: 8; LYPLA1 counter: -3; PAFAH1B3 FP inh: 10; pPAFAH inh: 22; PME-1 primary: -4; PAD4 inh: -5; PAFAH2 FP inh: 20

What do the screens show for `C[C@@H](C(=O)Nc1cccc(S(=O)(=O)N2CCOCC2)c1)N1C(=O)C2CC=CCC2C1=O` (stereo partly drawn)?
PAFAH1B2 FP inh: 0; LYPLA1 counter: -2; PAFAH1B3 FP inh: 10; pPAFAH inh: -4; Fam108B counter: -2; PME-1 primary: -4; GSTO1 inh: 2; PAD4 inh: -10; PAFAH2 FP inh: -4

What do the screens show for `Cc1ccc2[nH]c(O)c(N=Nc3ccccc3C)c2c1`?
PAFAH1B2 FP inh: -1; LYPLA1 counter: -1; PAFAH1B3 FP inh: 0; pPAFAH inh: 4; Fam108B counter: -1; PME-1 primary: 2; GSTO1 inh: 3; PAD4 inh: -3; PAFAH2 FP inh: 2

How did CC(C)C1C2=C(CC(C)(C)CC2=O)ON1c1ccccc1 (stereo not drawn) do in these assays?
PAFAH1B2 FP inh: -3; LYPLA1 counter: 5; PAFAH1B3 FP inh: 1; pPAFAH inh: 3; Fam108B counter: 4; PME-1 primary: 0; GSTO1 inh: 0; PAD4 inh: 0; PAFAH2 FP inh: -5

How did CCc1nnc(NC(=O)CCN(c2ccc(C)cc2)S(=O)(=O)c2ccccc2)s1 do in these assays?
PAFAH1B2 FP inh: -8; LYPLA1 counter: -2; PAFAH1B3 FP inh: -8; pPAFAH inh: 0; Fam108B counter: 4; PME-1 primary: -2; GSTO1 inh: -11; PAD4 inh: 1; PAFAH2 FP inh: 7

How did O=[N+]([O-])c1ccc(CSc2nnc(SCc3ccccc3)s2)cc1 do in these assays?
PAFAH1B2 FP inh: 4; LYPLA1 counter: 2; PAFAH1B3 FP inh: 1; pPAFAH inh: 6; Fam108B counter: -1; PME-1 primary: -1; GSTO1 inh: -2; PAD4 inh: -3; PAFAH2 FP inh: -1

Screening data from PubChem BioAssay.

Not all compounds are listed (hit frequency here may not be typical).
